ULK1 inh: human ULK1 kinase inhibition, primary screen; O75385; AlphaScreen Atg13 phosphorylation by ULK1, luminescence; inhibition, % at 5.96 µM; 1.9% of 30,000 active; AID 1259251; in the data active = inhibition above about 43%;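 also: 0% = median of compound wells and 100% = no enzyme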
ASK1 inh: inhibitors of human ASK1 kinase; Q99683; AlphaScreen MKK6 phosphorylation by ASK1, luminescence; inhibition, % at 7.44 µM; 0.99% of 22,000 active; in the data active = inhibition above about 35%;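 also: 0% = median of compound wells and 100% = no enzyme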
* hit, by the source's call; nt = not tested or not shown; & = joins results of further samples. These rows are one share of the data. The share of hits here may be higher or lower than overall.

SMILES	ULK1 inh	ASK1 inh
S=C(SSC(=S)N1CCCCC1)N1CCCCC1	5.3	nt
CN1C2CCC1CC(OC(=O)c1cc(Cl)cc(Cl)c1)C2 (stereo not drawn)	8.2	nt
COc1ccc(C(=O)c2c(C)n(CCN3CCOCC3)c3ccccc23)cc1	0.4	nt
COc1cccc(CNC(=O)c2cn(Cc3ccccc3)c3cc(-c4cn[nH]c4)ccc23)c1	-35.9	-9.8
O=C(O)CCCc1ccc(N(CCCl)CCCl)cc1	18.1	nt
COP(=O)(OC)C(O)C(Cl)(Cl)Cl (stereo not drawn)	-8.9	nt
CNCC(=O)c1ccc(O)c(O)c1	5.5	nt
CC(=O)Nc1cc([As](=O)(O)O)ccc1O	-6.1	nt
Cc1nc2cc([N+](=O)[O-])ccc2c(=O)n1-c1ccccc1[N+](=O)[O-]	-10.9	nt
C[C@H](N)[C@H](O)c1ccccc1	-10.4	nt
CC(C)c1cccc(C(C)C)c1O	4.1	nt
CN1CC[C@]23c4c5ccc(O)c4OC2[C@H](O)C=CC3[C@H]1C5 (stereo partly drawn)	14.0	nt
COP(=S)(OC)Oc1ccc(SC)c(C)c1	-2.4	nt
CC(C)C(=O)NC(Oc1ccccc1C(N)=O)C(Cl)(Cl)Cl (stereo not drawn)	-2.6	nt
CC(=O)NC1CCSC1=O (stereo not drawn)	12.2	nt
CN(C)C1CCc2[nH]c3c(F)cc(F)cc3c2C1 (stereo not drawn)	9.8	nt
CCOP(=S)(OCC)O/N=C(\C#N)c1ccccc1	0.0	nt
[Tl+]	-1.8	nt
Cn1sc(Cl)cc1=O	4.0	nt
O=C(NCCN1CCOCC1)c1ccnc(Cl)c1	-5.8	-2.5
Cc1cc(O)ccc1Cl	0.2	nt
O=c1[nH]c2cc(Cl)ccc2n1C1CCNCC1	-0.8	nt
Cc1nnc2n1-c1sc(CCC(=O)N3CCOCC3)cc1C(c1ccccc1Cl)=NC2	9.8	nt
NCCC(O)C(=O)N[C@@H]1C[C@H](N)[C@@H](OC2O[C@H](CN)[C@@H](O)[C@H](O)[C@H]2N)[C@H](OC2O[C@H](CO)C(O)[C@H]2O)[C@H]1O (stereo partly drawn)	5.1	nt
CN1[C@@H]2CC[C@H]1CC(OC1c3ccccc3CCc3ccccc31)C2 (stereo partly drawn)	-3.6	nt
COc1cc2c(cc1OC)C13CCN4CC5=CCOC6CC(=O)N2C1C6C5CC43 (stereo not drawn)	3.1	nt
COC(COC(N)=O)C1=C(N2CC2)C(=O)C(C)=C(N2CC2)C1=O (stereo not drawn)	1.2	nt
Nc1ccncc1	7.2	nt
CCN(CC)C(=O)N[C@H]1C[C@@H]2c3cccc4[nH]cc(c34)C[C@H]2N(C)C1	6.9	nt
CNC(C)(C)Cc1ccccc1	-16.8	nt
OC(c1ccccc1)(c1ccccc1)C1CN2CCC1CC2 (stereo not drawn)	2.7	nt
O=C1C=C2C=C[C@H]3C[C@]2(O1)[C@@H]1CCCCN13	-23.4	nt
c1ccc2c(c1)Nc1ccccc1S2	1.3	nt
CC(Cc1ccccc1)[n+]1cc(N)on1 (stereo not drawn)	3.0	nt
C[C@]12CCC(=O)C=C1C=CC1C2CC[C@@]2(C)C1CC[C@@]2(O)CCC(=O)O (stereo partly drawn)	-2.2	nt
Clc1ccc(CO/N=C(\Cn2ccnc2)c2ccc(Cl)cc2Cl)c(Cl)c1	-19.6	nt
Oc1cc(Cl)ccc1Oc1ccc(Cl)cc1Cl	44.2*	nt
COC(=O)c1cncn1C(C)c1ccccc1 (stereo not drawn)	3.8	nt
O=C(O)c1ccc(=O)[nH]c1	-3.0	nt
O=[N+]([O-])NC1=NCCN1Cc1ccc(Cl)nc1	-6.1	nt
FC(F)OC(F)(F)C(F)Cl (stereo not drawn)	7.9	nt
C[C@H]1C2Cc3ccc(O)cc3[C@]1(C)CCN2CC1CC1	-12.8	nt
Cn1cc(CCN2CCN(c3ccccc3Cl)CC2)cn1	-12.6&7.2	nt
O=C1Nc2ccc(Cl)cc2C(c2ccccc2Cl)=NC1O (stereo not drawn)	1.3	nt
CCNCC(O)c1cccc(O)c1 (stereo not drawn)	3.6	nt
CC1C(c2ccccc2)OCCN1C (stereo not drawn)	-8.6	nt
CN1CCN(C(=O)O[C@H]2c3nccnc3C(=O)N2c2ccc(Cl)cn2)CC1	-5.1	nt
Cc1cc(C)cc(C(=O)OC2CC3CCC(C2)N3C)c1 (stereo not drawn)	-0.5	nt
CC[C@]1(O)CC[C@H]2[C@@H]3CCC4=CCCC[C@@H]4[C@H]3CCC21C (stereo partly drawn)	-9.7	nt
O=C(Cc1ccccc1)Nc1cnn(-c2cccc(C(=O)NC3CN4CCC3CC4)c2)c1 (stereo not drawn)	1.7	1.2
COc1ccc(C(F)(F)F)cc1N1C(=O)CC(=O)NC1=O	-11.6	nt
Cc1cccc(C)c1NC(=O)CN1CCCC1=O	0.7	nt
O=P(Oc1ccccc1)(Oc1ccccc1)N1CCCCC1	-0.5	nt
CC[C@@H](C(N)=O)N1CCCC1=O	1.6	nt
O=C1CC2OCC=C3CN4CC[C@]56c7ccccc7N1C5[C@H]2[C@H]3CC46 (stereo partly drawn)	-11.9	nt
Oc1ccccc1-c1ccccc1	1.9	nt
CS(=O)(=O)c1ccc(N2CCNCC2)c(N)c1	0.1	nt
O=C(Nc1ccc2[nH]ncc2c1)C1CN(Cc2ccccc2)CC1c1ccccc1Cl (stereo not drawn) (tested in a mixture with another compound)	-21.6	9.5
O=C(O)C1(c2ccccc2)CCNCC1 (tested in a mixture with another compound)	-2.1	nt
Cc1ccc(N=CN(C)C=Nc2ccc(C)cc2C)c(C)c1	11.2	nt

One compound at a time, from the list above. Order of values: ULK1 inh | ASK1 inh
COc1ccc(C(=O)c2c(C)n(CCN3CCOCC3)c3ccccc23)cc1 is listed as 0.4 | nt
CC[C@@H](C(N)=O)N1CCCC1=O is listed as 1.6 | nt
O=C(O)CCCc1ccc(N(CCCl)CCCl)cc1 is listed as 18.1 | nt

Ordered by formula weight (highest first): 3 of the compounds above.
SMILES	ULK1 inh	ASK1 inh
O=P(Oc1ccccc1)(Oc1ccccc1)N1CCCCC1	-0.5	nt
Cc1cccc(C)c1NC(=O)CN1CCCC1=O	0.7	nt
CC1C(c2ccccc2)OCCN1C (stereo not drawn)	-8.6	nt

Continuation.
SMILES	ULK1 inh	ASK1 inh
Cc1ccc(-c2nc3ccc(C)cn3c2CC(=O)N(C)C)cc1	5.6	nt
Nc1ccc(Cl)cc1C(=O)c1ccccc1Cl	-23.3	nt
COC(C)(C)CCCC(C)C/C=C/C(C)=C/C(=O)OC(C)C (stereo not drawn)	3.1	nt
O=C(Cl)c1cccs1	7.5	nt
CCCC(C)(COC(N)=O)COC(=O)NC1CC1 (stereo not drawn)	1.6	nt
COc1ccc(-c2ccc(C=C3C(=O)NC(=S)NC3=O)o2)cc1Cl	32.1	nt
O=C(CCCCl)c1ccc(F)cc1	6.2	nt
CCC1(O)CCC2C3CCC4=CC(=O)CCC4C3CCC21CC (stereo not drawn)	3.4	nt
NC1=NC(=O)N2CC12 (stereo not drawn)	-2.5	nt
CCn1cc(C(=O)O)c(=O)c2ccc(C)nc21	3.9	nt
O=c1[nH]oc2c1CCNC2	-2.0	nt
CCSc1nc(NC(C)C)c2cnn(CCN)c2n1	-10.2	nt
C[C@H](N)[C@H](O)c1ccc(O)c(O)c1	71.5*	nt
CC12CCC(=O)C=C1CCC1C2CCC2(C)C(C(=O)O)CCC12 (stereo not drawn)	1.3	nt
O=C1NC(=S)NC(=O)C1=Cc1ccc(-c2ccccc2)o1	16.8	nt
c1cc2c(cc1CN1CCNCC1)OCO2	4.2	nt
CC(=O)OC1CC(OC2C(O)CC(OC3C(O)CC(OC4CCC5(C)C(CCC6C5CCC5(C)C(C7=CC(=O)OC7)CCC65O)C4)OC3C)OC2C)OC(C)C1OC1OC(CO)C(O)C(O)C1O (stereo not drawn)	-0.3	nt
OC(c1ccccc1)C12CN3CN(CN(C3)C1)C2 (stereo not drawn)	5.9	nt
C=CCNCCCCCCCCCC (tested in a mixture with another compound)	7.2	nt
O=c1[nH]c(=O)n(Cl)c(=O)n1Cl	0.2	nt

Looked up by structure from above:
SMILES	ULK1 inh	ASK1 inh
O=C(Cl)c1cccs1	7.5	nt
Cc1ccc(N=CN(C)C=Nc2ccc(C)cc2C)c(C)c1	11.2	nt
CC(C)C(=O)NC(Oc1ccccc1C(N)=O)C(Cl)(Cl)Cl (stereo not drawn)	-2.6	nt
Oc1ccccc1-c1ccccc1	1.9	nt
CN1CCN(C(=O)O[C@H]2c3nccnc3C(=O)N2c2ccc(Cl)cn2)CC1	-5.1	nt
COC(=O)c1cncn1C(C)c1ccccc1 (stereo not drawn)	3.8	nt

Some of the entries above in another layout.
SMILES,ULK1 inh,ASK1 inh
c1ccc2c(c1)Nc1ccccc1S2,1.3,nt
Nc1ccc(Cl)cc1C(=O)c1ccccc1Cl,-23.3,nt
O=C(CCCCl)c1ccc(F)cc1,6.2,nt
Nc1ccncc1,7.2,nt
O=C(Cc1ccccc1)Nc1cnn(-c2cccc(C(=O)NC3CN4CCC3CC4)c2)c1 (stereo not drawn),1.7,1.2
NCCC(O)C(=O)N[C@@H]1C[C@H](N)[C@@H](OC2O[C@H](CN)[C@@H](O)[C@H](O)[C@H]2N)[C@H](OC2O[C@H](CO)C(O)[C@H]2O)[C@H]1O (stereo partly drawn),5.1,nt
CCn1cc(C(=O)O)c(=O)c2ccc(C)nc21,3.9,nt

Other compounds:
SMILES	ULK1 inh	ASK1 inh
COc1ccc2c3c1OC1C(=O)CC[C@@]4(O)[C@@H](C2)N(C)CC[C@]314 (stereo partly drawn)	5.8	nt
CCCC(C)C1(CC)C(=O)NC(=S)NC1=O (stereo not drawn)	1.9	nt
COc1ccc(C(CN(C)C)C2(O)CCCCC2)cc1 (stereo not drawn)	-10.7	nt
CN(c1ccc2[nH]ncc2c1)C1CCN(CC(O)c2ccc(Cl)cc2)CC1 (stereo not drawn)	8.0	-12.4
C[C@]12C=CC(=O)C=C1CC[C@@H]1C2CC[C@]2(C)OC(=O)CCC12 (stereo partly drawn)	1.5	nt
C=CC[C@]1(O)CC[C@H]2[C@@H]3CCC4=CCCC[C@@H]4[C@H]3CC[C@@]21C	-19.4	nt
C#C[C@]1(O)CC[C@H]2[C@@H]3CCC4=CC(=O)CCC4=C3C=C[C@@]21CC	11.8	nt
C=CCC1([C@@H](C)CCC)C(=O)NC(=O)NC1=O	-1.9	nt
CN1C(=O)C(O)N=C(c2ccccc2)c2cc(Cl)ccc21 (stereo not drawn)	11.3	nt
CCC(CC)N1CCN(Cc2ccc(OC)cc2)CC1	4.1	nt
CNC(=O)Oc1cccc2ccccc12	15.4	nt
CCC(COC(=O)c1cc(OC)c(OC)c(OC)c1)(c1ccccc1)N(C)C (stereo not drawn)	-0.2	nt
CCC1(c2ccccc2)C(=O)N(COC)C(=O)N(COC)C1=O	5.5	nt
Clc1cccc(N2CCNCC2)c1	-2.1	nt
OCCN(CCO)CCO	8.0	nt
Nc1ccc([N+](=O)[O-])cc1C(=O)c1ccccc1Cl	-12.2	nt
O=P(O)(O)C(Cl)(Cl)P(=O)(O)O	-2.8	nt
CC1=C(C(=O)O)N2C(=O)C(N)C2SC1 (stereo not drawn)	-27.6	nt
O=C1C2CC=CCC2C(=O)N1SC(Cl)(Cl)Cl (stereo not drawn)	6.9	nt
C[C@]1(O)CC[C@H]2[C@@H]3CCC4=CC(=O)CC[C@]4(C)[C@@]3(F)[C@@H](O)C[C@@]21C	-9.2	nt
Fc1cc(Br)ccc1CBr	0.1	nt
Cc1cccc(-n2c(O)c(C=NC34CN5CN(CN(C5)C3)C4)c(=O)[nH]c2=O)c1	-7.5	nt
O=C(O)c1ccc(Cl)nc1	10.7	nt
COc1ccc(CCNC2CC3CCC2C3)cc1OC (stereo not drawn)	-18.7	nt
